Screening results as filed in PubChem.
beta cell repl: induces beta-cell replication in MIN6 cells | MIN6 cells proliferation, ATPlite luminescence, 48 h; cells starved in 0.2% serum; 100% = growth in 10% serum | proliferation, % at 10 µM | 0.29% of 330,000 active | AID 2380;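 active = compounds whose signal lies at least 3.5 SD above the mean of all wells on their plate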;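 also: 0% = DMSO-treated cells in low-serum medium and 100% = 10% serum control; some compounds called inactive have numbers as strong as hits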
hIAP inh: blocks human intestinal alkaline phosphatase; P09923; purified IAP, CDP-Star luminescence, 30 min; inhibition, % at 10 µM; 0.12% of 330,000 active;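 active = inhibition reaching a set limit with compound at 10 µM in the primary screen, cut at about 35% in these data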;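 also: plate controls were DMSO wells with enzyme for no effect and no-enzyme buffer wells for full effect; values of inactives mirror those of a sister screen read the other way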
Target sequence (P09923 whole entry, looked up): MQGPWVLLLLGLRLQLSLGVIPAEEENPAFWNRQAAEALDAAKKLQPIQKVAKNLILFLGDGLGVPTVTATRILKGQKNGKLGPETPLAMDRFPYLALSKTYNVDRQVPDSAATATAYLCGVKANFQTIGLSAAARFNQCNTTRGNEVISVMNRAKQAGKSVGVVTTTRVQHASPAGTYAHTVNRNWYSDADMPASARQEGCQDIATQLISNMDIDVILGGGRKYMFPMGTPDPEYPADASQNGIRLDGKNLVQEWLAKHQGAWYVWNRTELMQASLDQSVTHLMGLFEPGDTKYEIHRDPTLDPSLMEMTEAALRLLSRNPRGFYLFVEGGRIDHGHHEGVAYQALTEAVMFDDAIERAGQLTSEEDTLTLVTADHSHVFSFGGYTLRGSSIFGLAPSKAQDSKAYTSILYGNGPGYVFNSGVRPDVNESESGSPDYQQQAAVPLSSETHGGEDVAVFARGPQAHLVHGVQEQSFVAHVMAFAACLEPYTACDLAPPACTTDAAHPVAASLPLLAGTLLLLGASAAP
SENP1 inh: blocks the human SENP1 SUMO protease catalytic domain; Q9P0U3; AID 624204; 0.21% of 360,000 active; inhibition, % at 10 µM; recombinant SENP1 catalytic domain, CyPet-SUMO1-YPet FRET cleavage;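 active = inhibition at least 30% at 10 µM, raw YFP signal under a set limit, fluorescence ratio 0.5 to 1.5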;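 also: 0% = enzyme with DMSO and 100% = no enzyme wells; some results filed as inactive read as strong as hits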
Target sequence (Q9P0U3 419-644 limits assumed): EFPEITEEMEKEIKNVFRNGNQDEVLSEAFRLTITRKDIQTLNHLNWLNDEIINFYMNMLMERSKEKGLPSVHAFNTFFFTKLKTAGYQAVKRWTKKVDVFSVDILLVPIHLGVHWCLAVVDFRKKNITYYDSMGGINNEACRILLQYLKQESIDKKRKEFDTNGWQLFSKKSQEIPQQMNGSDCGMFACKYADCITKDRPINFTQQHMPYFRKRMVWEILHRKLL
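Material – human SENP1 catalytic domain · Input – SENP1 enzyme, 20 pM final · Compound dosing – single concentration of 10 µM compound, 0.5% DMSO final · Timing – enzyme reaction for 50 min at room temperature, dark · Measured by – FRET fluorescence in CFP and YFP emission channels · Control set – no-enzyme wells low, DMSO-plus-enzyme wells high control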
NLRP3 yeast inh: blocks the NALP3 inflammasome reconstituted in yeast | Yeast reconstituted NLRP3/ASC/caspase-1, beta-gal luminescence, 24 h | inhibition, % at 10 µM | 0.39% of 330,000 active | AID 2825;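 active = inhibition of 50% or more; inactive = inhibition below 50%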;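 also: plate controls were induced DMSO wells for no effect and uninduced yeast grown without galactose for full effect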
mIAP block: mouse IAP inhibition. purified mouse IAP, CDP-Star luminescence, 30 min. inhibition, % at 10 µM. 0.2% of 330,000 active;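 active = inhibition of at least 40% at 10 µM in the primary screen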;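 also: plate controls were DMSO with enzyme for no effect and no enzyme wells for full effect; values of inactives mirror those of a sister screen read the other way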
APOBEC3A inh: human APOBEC3A DNA deaminase inhibition. recombinant A3A, FAM/TAMRA ssDNA deamination fluorescence. inhibition, % at 20 µM. 0.41% of 330,000 active. AID 493011;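 active = at least 40% inhibition at 20 µM here, with at most 30% in a related deaminase screen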;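 also: plate controls were A3A with DMSO for no effect and wells lacking A3A enzyme for full effect; some results filed as inactive read as strong as hits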
Target sequence (P31941 whole entry, looked up): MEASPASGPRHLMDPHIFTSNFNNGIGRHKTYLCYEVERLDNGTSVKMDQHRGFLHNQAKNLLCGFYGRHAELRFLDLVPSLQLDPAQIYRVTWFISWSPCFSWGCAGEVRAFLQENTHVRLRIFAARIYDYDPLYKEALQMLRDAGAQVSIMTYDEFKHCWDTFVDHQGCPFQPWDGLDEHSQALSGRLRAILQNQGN
mIAP activ: mouse IAP activation; muIAP, CDP-Star luminescence, 30 min; hits give high values; 1 = vehicle-only enzyme signal, 0 = enzyme-free wells; activation factor at 10 µM; 0.24% of 330,000 active;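 active = activation factor of at least 2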; also: the source names both 10 and 20 µM as test concentration; values of inactives mirror those of a sister screen read the other way
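Assay system: mouse IAP enzyme; Reagent: CDP-Star chemiluminescent phosphatase substrate; Compound: DMSO-dissolved test compounds; Incubation: 30 min, room temperature; Technique: luminescence from enzymatic CDP-Star hydrolysis; Controls: DMSO-only wells and no-enzyme negative control.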
hIAP act: human IAP activation; activation factor at 10 µM; purified human IAP, CDP-Star luminescence, 30 min; hits give high values; 1 = vehicle-only enzyme, 0 = enzyme-free background; AID 2524; P09923; 0.16% of 330,000 active;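 active = activation factor of the enzyme at least 2-fold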; also: the source names both 10 and 20 µM as test concentration; values of inactives mirror those of a sister screen read the other way
APOBEC3G inh: inhibitors of human APOBEC3G DNA deaminase | Q9HC16 | recombinant A3G, ssDNA deamination FAM/TAMRA fluorescence | inhibition, % at 20 µM | 0.28% of 330,000 active | AID 493012;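 active = inhibition of at least 40% at 20 µM, with no more than 30% in the related APOBEC3A deaminase screen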;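 also: plate controls were DMSO wells with A3G for no effect and wells lacking A3G enzyme for full effect; some compounds called inactive have numbers as strong as hits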
* = called active by the depositor; x = not tested or not shown.

SMILES	beta cell repl	hIAP inh	SENP1 inh	NLRP3 yeast inh	mIAP block	APOBEC3A inh	mIAP activ	hIAP act	APOBEC3G inh
Cc1ccc(-n2ncc3c(=O)n(CC(=O)N(C(C)C)C(C)C)cnc32)cc1	1	2	0	11	-4	-5	1	0.98	-3
CSc1ccc(C(=O)NC2CCSc3ccccc32)cc1 (stereo not given)	0	-4	-1	25	2	-1	0.98	1	-1
CCOc1cc(N2CCOCC2)c(OCC)cc1NC(=O)c1cc(-c2ccco2)nc2ccccc12	-4	22	2	2	6	0	0.94	0.78	2
COc1ccc(NS(=O)(=O)c2ccc(OC)c(N(C)S(=O)(=O)c3ccc(Cl)cc3)c2)cc1	-4	-10	1	-13	-10	-7	1.1	1.1	-5
CCc1cc2c(=O)[nH]c(Cc3ccc(Cl)cc3)nc2s1	-3	2	0	15	-9	1	1.1	0.98	-1
Cn1c(N)c(C(=O)COC(=O)c2nc(Cl)ccc2Cl)c(=O)n(C)c1=O	-2	11	0	16	13	2	0.87	0.89	-5
CCCC1CCC(c2nc(-c3cccnc3)no2)CC1 (stereo not given)	-2	20	3	7	2	0	0.98	0.8	-2
COc1ccc(CCN2CCCC(CN(C)C(=O)c3ccoc3C)C2)cc1 (stereo not given)	-2	-8	-4	14	10	-4	0.9	1.1	-4
CCNC(=O)NC(=O)c1csc([N+](=O)[O-])c1	-2	12	2	20	-4	0	1	0.88	-3
C=CCOc1ccc2ccccc2c1CNCCCN1CCOCC1	-1	16	1	-3	1	-8	0.99	0.84	-10
CC1(C(=O)N2CCC(CC3CC(c4cccc(Br)c4)=NO3)(C(=O)NCC3CCCCC3)CC2)CC1 (stereo not given)	-9	2	3	10	-17	3	1.2	0.97	24
CCN(c1ccccc1)S(=O)(=O)c1cccc(C(=O)N2CCN(S(=O)(=O)c3ccccc3)CC2)c1	-1	-13	1	26	8	1	0.92	1.1	-6
O=c1oc2cc(OCc3ccc(F)cc3F)ccc2cc1-c1ccc2ccccc2n1	1	-14	x	1	-8	1	1.1	1.1	-1
CC(=O)N1N=C(c2cccc(NS(=O)(=O)c3ccc(C)cc3)c2)CC1c1ccco1 (stereo not given)	-1	-18	-2	11	-3	-3	1	1.2	-5
Nc1ccccc1C(O)(Cc1ccccc1)c1ccccc1 (stereo not given)	0	6	4	5	-7	3	1.1	0.94	7
O=C(Cn1c(NCCO)nc2ccccc21)NCCc1ccccc1	-1	-2	-1	0	1	-1	0.99	1	-1
CCOC(=O)CCN	1	14	2	-11	6	1	0.94	0.85	-4
CC(=O)CSc1nc2ccc(Nc3nc(N4CCOCC4)nc(N4CCOCC4)n3)cc2s1	0	-19	1	8	3	-5	0.97	1.2	-5
CC(=O)NC(Cc1ccccc1C)C(=O)NC1CCN(C(=O)NCc2ccccc2)CC1 (stereo not given)	-2	8	-3	-3	2	-1	0.98	0.92	-7
O=C(COc1ccc(C(=O)Nc2ccc(Cl)cc2)cc1)NCc1ccccc1	-1	2	3	7	5	-1	0.95	0.98	-5
CCCc1cc(=O)oc2c(C)c(OCC(=O)N3CCC(C(N)=O)CC3)ccc12	-2	-11	2	12	13	0	0.87	1.1	-5
O=C(NCCn1ccc2ccccc21)c1cccc([N+](=O)[O-])c1	-1	7	-1	16	8	-1	0.92	0.93	-7
C=C[C@@H]1c2ccccc2N(S(=O)(=O)c2ccc(C)cc2)[C@H](c2ccc(OC(C)=O)cc2)C1(C#N)C#N	-7	-4	1	-55	10	-2	0.9	1	-3
COc1cccc(Nc2nc(-c3cccnc3)cs2)c1	-2	12	1	33	-8	-7	1.1	0.88	-7
COc1cc(CNc2ccc3c(c2)CCC3)cc(OC)c1O	-2	17	-20	-9	14	-1	0.86	0.83	-6
O=C(CCCc1nc2ccccc2s1)Nc1nccs1	1	6	-2	11	5	12	0.95	0.94	0
CCOC(=O)c1nnn(CC(=O)N2N=C(c3ccc(Cl)cc3)CC2c2ccc(OC)cc2)c1C(=O)OCC (stereo not given)	-4	9	0	2	6	-2	0.94	0.91	-5
O=C1C(Cl)=C(Nc2cccc(O)c2)C(=O)N1Cc1ccccc1	-4	13	7	23	6	-2	0.94	0.87	-3
c1ccc2c(NC3CCCC3)nnc(NC3CCCC3)c2c1	-5	3	-11	-2	13	1	0.87	0.97	2
COc1ccc(N2CCOCC2)c(NC(=O)c2ccc3c(c2)OCO3)c1	0	-2	1	5	4	-2	0.96	1	-11
O=C(O)c1ccc(-c2nc(-c3ccccc3Cl)cs2)cc1	-3	-12	1	13	9	-2	0.91	1.1	-7
Cn1c(N)c(C(=O)COC(=O)c2ccc(F)cc2Cl)c(=O)n(C)c1=O	2	15	0	13	-11	-2	1.1	0.85	-7
O=C(COc1ccc(Cl)cc1)N1CCCCCCC1	0	-11	1	23	4	-3	0.96	1.1	-4
COc1ccccc1-c1cnn2c(NCCc3ccccc3)cc(C)nc12	-3	1	-4	8	5	-2	0.95	0.99	-7
CC(=O)N1Cc2[nH]c3ccccc3c2CC1C(=O)O (stereo not given)	1	-1	-24	9	-10	-3	1.1	1	-2
CCOC(=O)c1ccc(NC(=O)C2(c3ccc(OC)cc3)CCOCC2)cc1	1	6	-3	5	-6	-3	1.1	0.94	-2
O=C(CN1CCN(S(=O)(=O)c2ccccc2)CC1)N1CCc2ccccc21	-1	10	-1	10	-2	-4	1	0.9	-11
CCC1(c2ccc(F)cc2)NC(=O)N(CC(=O)N2CCN(S(=O)(=O)c3ccc(C)cc3)CC2)C1=O (stereo not given)	-1	6	0	19	1	4	0.99	0.94	-7
CS(=O)(=O)N(CC(=O)NCc1ccccc1Cl)Cc1ccccc1	2	6	3	11	4	2	0.96	0.94	-4
CCCCCOC(=O)Cc1c(O)c2ccccc2n(C)c1=O	4	16	1	-10	5	-2	0.95	0.84	-3

Arranged by SMILES length (rising): three of the compounds above.
SMILES	beta cell repl	hIAP inh	SENP1 inh	NLRP3 yeast inh	mIAP block	APOBEC3A inh	mIAP activ	hIAP act	APOBEC3G inh
O=C(O)c1ccc(-c2nc(-c3ccccc3Cl)cs2)cc1	-3	-12	1	13	9	-2	0.91	1.1	-7
O=C1C(Cl)=C(Nc2cccc(O)c2)C(=O)N1Cc1ccccc1	-4	13	7	23	6	-2	0.94	0.87	-3
O=C(NCCn1ccc2ccccc21)c1cccc([N+](=O)[O-])c1	-1	7	-1	16	8	-1	0.92	0.93	-7

(further entries)
SMILES	beta cell repl	hIAP inh	SENP1 inh	NLRP3 yeast inh	mIAP block	APOBEC3A inh	mIAP activ	hIAP act	APOBEC3G inh
CCCCc1ccc(-c2nc(NC(=O)C3C4CCC(O4)C3C(=O)O)sc2C)cc1 (stereo not given)	-1	-14	x	34	0	-3	1	1.1	-7
O=C1[C@H](CC[C@H](O)c2ccc(F)cc2)[C@@H](c2ccc(O)cc2)N1c1ccc(F)cc1	-7	-22	x	11	-16	-4	1.2	1.2	-7
CCN(/N=C/C=C/c1ccccc1)c1cc(=O)n(C)c(=O)[nH]1	4	0	-34	10	2	-1	0.97	1	-7
Cc1ccc(C(=O)Nc2ccc3c(c2)C(=O)N(CC2CCCO2)C3=O)cc1 (stereo not given)	-1	-18	0	6	8	-3	0.93	1.2	-7
COc1ccc([N+](=O)[O-])c(OC)c1C(=O)NC(=O)Nc1c(C)cccc1C	-2	-13	-1	13	-3	-5	1	1.1	-11
COc1ccc(Cl)cc1NC(=O)COc1cccc(-n2cnnn2)c1	2	-7	0	15	2	-1	0.98	1.1	-3
COCCNC(=O)CSc1nc2ccccc2c(=O)n1-c1cccc(OC)c1	1	-13	1	21	-2	8	1	1.1	3
COc1ccccc1NC(=O)Cc1csc(NC(=S)Nc2ccccc2)n1	-4	-14	2	21	22	0	0.78	1.1	-2
NC(=O)c1ncc(C(F)(F)F)cc1Oc1ccc(F)cc1	-3	-64	5	8	10	2	0.9	1.6	-1
CCn1c(=O)c2ccccc2n(CC(=O)N2CCCc3ccccc32)c1=O	0	-12	4	15	2	0	0.98	1.1	-5
CN(C)CCCn1c2c(c(SCC(=O)Nc3ccc4c(c3)OCCO4)nc1=O)CCC2	-1	-5	2	-2	-11	4	1.1	1.1	-4
CC(NC(=O)c1ccccc1)c1ccc(F)cc1 (stereo not given)	0	-2	4	9	1	0	0.99	1	-4
Cc1ccc(-c2nn(-c3cc(Cl)ccc3[N+](=O)[O-])c(=O)c3ccccc23)cc1C	-1	7	2	0	25	2	0.75	0.93	-2
CCOc1ccc2[nH]c(=O)c(CN(Cc3ccc(F)cc3)C(=O)N3CCCC3)cc2c1	3	-2	-6	16	7	-7	0.93	1	-8
CCS(=O)(=O)N1CCC(C(=O)N2CCc3ccccc3C2)CC1	0	17	-11	6	1	0	0.99	0.83	8
Cc1nnc(-c2cnn(C)c2N)n1CCCN1CCOCC1	1	5	2	1	7	2	0.93	0.95	-3
CC(=O)N1CCC(N(CCCOC(C)C)S(=O)(=O)c2ccc([N+](=O)[O-])cc2)CC1	1	-8	2	7	-11	1	1.1	1.1	0
Cn1c(=O)n(CCc2ccccc2)c(=O)c2c1nc1n2CCCN1Cc1ccccc1	-4	6	3	19	8	1	0.92	0.94	6
O=C(NNc1ccccc1)/C(=C\c1cccnc1)NC(=O)c1ccccc1	-2	-9	-1	17	-7	-3	1.1	1.1	-3
COc1ccc(C2CC(c3ccccc3)=NN2C(=O)COC(=O)c2cccnc2)cc1 (stereo not given)	0	7	-16	17	4	-2	0.96	0.93	-3
CCOC(=O)c1cc(-c2ccccc2C)n(Cc2cc(C)no2)n1	-2	-8	1	7	-6	0	1.1	1.1	-6
CC(C)c1ccc(NC(=O)CCNS(=O)(=O)c2cc(Br)cnc2N)cc1	-6	-2	3	7	7	-2	0.93	1	-2
O=C(N/N=C/c1ccc(COc2ccc(Br)cc2)o1)c1ccco1	-3	12	0	6	6	1	0.94	0.88	0
C#CCOCCOCCOCCNc1nc(N2CCN(C(=O)CCCCCCCCCCNC(=O)[C@H](CCCCN)n3cc(CCO)nn3)CC2)nc(N2CCN(C(=O)CCCCCCCCCCNC(=O)[C@H](CCCCN)n3cc(C[C@@H](C)CC)nn3)CC2)n1	-7	7	x	9	-36	-8	1.4	0.93	-8
Cc1c(C)c(C)c(S(=O)(=O)N2CCSCC2)c(C)c1C	-1	27	2	-7	0	-1	1	0.73	-3
CN(C1=C(NC(=O)c2ccc(Cl)cc2)C(=O)c2ccccc2C1=O)c1ccccc1	-3	3	1	15	16	0	0.84	0.97	3
CCN(c1cccc(C)c1)S(=O)(=O)c1cccc2nsnc12	2	23	3	-46	-4	0	1	0.77	0
Cc1ccc(S(=O)(=O)NCCC(=O)Nc2ccc(Cl)c(Cl)c2)cc1	-2	-3	1	19	-13	5	1.1	1	-3
COc1ccc(-c2cc3c(=O)n(CC(=O)NCc4ccc(Cl)cc4)ncn3n2)cc1	-1	-3	3	-4	-16	-7	1.2	1	-12
CCN1CCN(S(=O)(=O)c2ccc(Cl)c(C(=O)N(CC)Cc3ccccc3)c2)CC1	0	5	-1	16	-4	22	1	0.95	0
O=C(COC(=O)c1ccc2c(c1)S(=O)(=O)N=C1CCCCCN12)NCc1cccs1	2	-3	2	13	-1	3	1	1	-5
O=c1nc(Nc2ccccc2)sc2ccc([N+](=O)[O-])cc12	-3	-4	2	13	-3	15	1	1	9

The list is partial; the hit share may differ from the screen's.
